SENP1 FRET inh = inhibitors of human SENP1 SUMO protease catalytic domain | AID 624204 | inhibition, % at 10 µM | recombinant SENP1 catalytic domain, CyPet-SUMO1-YPet FRET cleavage | 360,000 compounds, 0.21% hits;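 active = inhibition at least 30% at 10 µM, raw YFP signal under a set limit, fluorescence ratio 0.5 to 1.5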;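 note: 0% = enzyme with DMSO and 100% = no enzyme wells; some results filed as inactive read as strong as hits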
Target sequence (Q9P0U3 419-644 limits assumed): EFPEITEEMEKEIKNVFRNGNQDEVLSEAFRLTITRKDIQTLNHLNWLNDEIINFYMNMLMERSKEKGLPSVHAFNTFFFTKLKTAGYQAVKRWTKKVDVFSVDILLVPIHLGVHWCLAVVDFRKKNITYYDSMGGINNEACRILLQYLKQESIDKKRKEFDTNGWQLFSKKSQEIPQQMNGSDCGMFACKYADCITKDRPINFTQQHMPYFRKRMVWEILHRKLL
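system = hSENP1 catalytic domain, recombinant | reagent = SFCypet-SUMO1-SFYpet substrate at 25 nM | doses = one dose per compound, 10 µM, 0.5% DMSO | incubation = enzyme reaction for 50 min at room temperature, dark | measured by = FRET, CFP and YFP emission | controls = no-enzyme low, enzyme-DMSO high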
SENP7 inh = inhibitors of human SENP7 protease; recombinant SENP7, Z-RLRGG-aminoluciferin luminescence, 40 min; inhibition, % at 5 µM; 330,000 compounds, 1.5% hits;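 active = inhibition above about 50% at the single test dose, limit read from the data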;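 note: plate controls were DMSO with enzyme for no effect and no enzyme buffer wells for full effect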
SENP8 block-1 = inhibitors of human SENP8 protease | inhibition, % at 10 µM | AID 2540 | purified SENP8, Z-RLRGG-aminoluciferin cleavage, luminescence | 330,000 compounds, 1.2% hits; in the data active = inhibition above about 50%
Target sequence (Q96LD8 whole entry, looked up): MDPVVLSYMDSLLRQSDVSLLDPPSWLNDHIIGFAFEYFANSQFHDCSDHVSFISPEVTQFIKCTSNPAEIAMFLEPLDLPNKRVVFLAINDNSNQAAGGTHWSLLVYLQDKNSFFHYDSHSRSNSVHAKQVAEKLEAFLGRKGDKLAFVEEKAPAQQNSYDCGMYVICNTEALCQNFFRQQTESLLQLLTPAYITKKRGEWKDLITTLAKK
Apaf1 inhib = inhibitors of human Apaf-1 apoptosome; inhibition, % at 20 µM; reconstituted apoptosome caspase-3 activity, DEVD-Rh110 fluorescence; 330,000 compounds, 0.71% hits; active = inhibition of at least 40% at 20 µM;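 note: plate controls were DMSO wells for no effect and DEVD-CHO caspase inhibitor wells for full effect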
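Material: reconstituted apoptosome with Apaf-1, cytochrome c, caspase-9, procaspase-3, dATP / Buffer or medium: pH 7.5 Hepes buffer with CHAPS, BSA, DTT / Also added: cytochrome c with DEVD-Rh110 / Schedule: compound with Apaf-1, dATP, procaspase-3 30 min, then 50 min reaction, room temperature / Technique: rhodamine 110 fluorescence at Ex 480/Em 540 nm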
SENP8 block-2 = blocks human SENP8 cleavage of Nedd8 substrate; Q96LD8; recombinant SENP8, Nedd8 substrate fluorescence; inhibition, % at 20 µM; 360,000 compounds, 0.64% hits; AID 602440; in the data active = inhibition mostly above about 40%, no sharp cut-off; inactive = mostly below about 27%
UBC13 inh = inhibitors of human UBC13 polyubiquitin chain formation | TR-FRET | P61088 | AID 485273 | 330,000 compounds, 0.47% hits | inhibition, % at 20 µM; in the data active = inhibition above about 45%, passing the limit was not always enough
SENP6 inh = blocks the human protease SENP6. AID 2599. inhibition, % at 10 µM. 330,000 compounds, 1.8% hits. Recombinant SENP6 catalytic domain, aminoluciferin luminescence;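 active = inhibition above about 50% at the single tested dose, limit read from the data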;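 note: plate controls were DMSO wells with enzyme for no effect and DMSO wells lacking enzyme for full effect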
Target sequence (Q9GZR1 628-1112 limits assumed): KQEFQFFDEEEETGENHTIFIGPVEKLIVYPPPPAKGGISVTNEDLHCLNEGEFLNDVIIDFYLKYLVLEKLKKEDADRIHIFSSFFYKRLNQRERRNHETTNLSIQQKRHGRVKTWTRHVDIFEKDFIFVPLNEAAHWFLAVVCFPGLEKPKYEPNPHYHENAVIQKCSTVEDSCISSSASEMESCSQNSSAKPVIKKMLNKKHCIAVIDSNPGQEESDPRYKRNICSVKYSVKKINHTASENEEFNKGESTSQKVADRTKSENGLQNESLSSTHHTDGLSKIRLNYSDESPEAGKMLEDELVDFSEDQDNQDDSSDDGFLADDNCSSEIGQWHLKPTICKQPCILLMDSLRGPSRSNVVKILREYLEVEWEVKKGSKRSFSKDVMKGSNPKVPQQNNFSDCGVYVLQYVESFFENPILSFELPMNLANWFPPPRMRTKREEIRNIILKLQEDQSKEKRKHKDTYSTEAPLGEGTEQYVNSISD
APOBEC3G inh = blocks human APOBEC3G single-stranded DNA deamination. recombinant A3G, ssDNA deamination FAM/TAMRA fluorescence. inhibition, % at 20 µM. AID 493012. Q9HC16. 330,000 compounds, 0.28% hits;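 active = inhibition of at least 40% at 20 µM, with no more than 30% in the related APOBEC3A deaminase screen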;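 note: plate controls were DMSO wells with A3G for no effect and wells lacking A3G enzyme for full effect; some compounds called inactive have numbers as strong as hits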
Starred values were filed as active, the others as inactive. Rows are unselected; any-hit rate near 3.6%.

mol	SENP1 FRET inh	SENP7 inh	SENP8 block-1	Apaf1 inhib	SENP8 block-2	UBC13 inh	SENP6 inh	APOBEC3G inh
O=C(Nc1c(C(=O)N2CCC(N3CCCCC3)CC2)oc2ccccc12)c1c(F)cccc1F	-1	-3	-9	-9	-2	4	4	-5
Nc1ccc(-n2nnnc2CN2CCOCC2)cc1	-1	4	-3	-3	21	-2	-11	-6
CCN(CC)c1ccc(C2CC(=O)NC3=C2C(=O)CC(C)(C)C3)cc1 (stereo not drawn)	2	2	3	5	-4	-4	-9	-6
CCN1CCN(CC(=O)c2ccc(OC)cc2)CC1	0	4	-2	4	-2	-3	-3	8
O=C(COC(=O)C1=NNC(=O)CC1)NCCc1ccccc1	-1	-2	0	-4	-2	-1	-4	-4
Cc1ccc2nc(N(CCCN(C)C)C(=O)c3sc4ccccc4c3Cl)sc2c1	1	-3	-10	3	10	49*	-7	0
CC1=C(C)CC(C(=O)N2CCN(C/C=C/c3ccccc3)CC2)C(C(=O)O)C1 (stereo not drawn)	1	-6	0	-2	6	-9	7	-6
CC(=O)/C(=N\Nc1ccccc1)Sc1cccc2cccnc12	1	0	-5	18	16	-2	7	-3
Cc1ccc(NC(=O)CN(C)C(=O)c2cc(-c3cccs3)nn2-c2ccccc2)cc1	-1	-14	-14	18	13	6	-13	-7
CCCCN1C(=O)NC(NC(C)=O)(C(F)(F)F)C1=O (stereo not drawn)	1	-5	-1	-11	7	-1	-8	-4
O=C(CCCN1C(=O)/C(=C\c2cccs2)SC1=S)Nc1ccccn1	-3	2	-3	8	-350	-9	-20	-9
O=C(NCC1CCCO1)C(c1cccs1)N(C(=O)Cn1nnc(-c2cccs2)n1)C1CCCC1 (stereo not drawn)	1	-3	1	9	34	4	-10	-2
Cc1c(CN(C)C)c2c(n1Cc1ccccc1)C(=O)c1ccccc1-2	1	5	0	15	24	-47	-8	1
O=C(Nc1nnc(SCc2cccnc2)s1)C1CC(=O)N(c2ccccc2)C1 (stereo not drawn)	3	-13	3	3	-1	-4	4	-2
O=C(O)c1ccccc1-n1c(-c2ccccc2)cc2c1CCCC2=O	-1	6	3	0	3	-1	-2	-4
CCc1cccc(NC(=O)c2cccc3c2C(=O)N(C2CCCCC2)C3)c1	2	-4	0	19	7	-6	9	-3
CC(C)c1cc(NC(=O)CSc2nnc(-c3ccccc3F)n2C)on1	-4	6	0	2	22	1	-13	-7
COc1ccc(N(C)S(=O)(=O)c2cccc(C(=O)Nc3ccc(-n4cnnn4)cc3)c2)cc1	3	2	-1	10	23	9	-5	0
CC(CC(=O)c1cccs1)CC(=O)c1cccs1	2	-2	-10	-20	0	5	-2	-6
C=CCn1c(SCC(=O)c2c(N)n(C3CC3)c(=O)[nH]c2=O)nnc1-c1ccc(OC)cc1	1	5	4	1	7	-4	-12	-9
O=C(COC(=O)c1ccccc1O)Nc1cccc2ccccc12	2	2	0	1	-200	3	-10	-7
O=C(c1ccncc1)c1ccc(NS(=O)(=O)c2ccc(Br)s2)cc1	-29	-7	-1	2	10	0	13	0
CC(C)(C)c1ccc(/C=C2/SC(N3CCCC3)=NC2=O)cc1	0	4	-5	20	1	-2	-27	-10
Cc1nc(NC(=O)CSc2nc3cccnc3n2Cc2ccccc2)sc1C	-5	-6	-2	5	2	-8	-17	-4
CCCN(Cc1ccco1)S(=O)(=O)c1ccc(OC)c(OC)c1	1	-2	-5	-6	8	0	-6	-10
COc1ccc(-c2cn3c(C)c(C(=O)NC(C)C)sc3n2)cc1	-1	5	5	-9	1	5	7	-5
Cc1cc(NC(=O)CN2C(=O)c3ccccc3S2(=O)=O)no1	1	10	2	4	8	0	-14	51
COc1ccc(NC(=O)c2ccc(NC(=O)c3nc4nccc(C)n4n3)cc2)cc1	-3	-4	-9	12	-133	-5	-17	-7
COc1ccc(NC(=O)CSc2nnnn2C)cc1S(=O)(=O)N1CCCCC1	1	10	6	1	4	4	-1	-3
O=CN(CCN(C=O)CN1CCCCC1)CN1CCCCC1	0	-10	-7	7	26	-6	3	-3
CC(=O)Nc1ccccc1OCc1cnc(Cl)s1	0	1	-2	11	0	3	-5	-6
COc1ccccc1NC(=S)NCCSc1ccc(Cl)cc1	0	0	4	18	24	8	12	-5
COc1cccc(CC(C(=O)Nc2cc(C)ccc2C)c2nn[nH]n2)c1OC (stereo not drawn)	-3	-3	2	-1	7	5	1	-1
Cc1ccc(C(OCC(O)CN2CCCCC2CO)c2ccccc2)cc1 (stereo not drawn)	2	5	0	2	-3	7	-5	-3
COc1cccc(CNCc2ccc3c(c2)OCO3)c1	0	1	-4	-4	7	4	2	-4
Cc1ccccc1SC1CCN(C(=O)C2CCC(=O)N(C3CC3)C2)CC1 (stereo not drawn)	0	2	-6	-6	10	7	5	-11
CC(C)(C(=O)c1ccccc1)/[N+]([O-])=C/c1ccccc1	2	8	7	-6	13	7	-1	3
COc1ccc(NC(=O)CSC2=C(C#N)C(c3ccco3)C3=C(CCCC3=O)N2)c(OC)c1 (stereo not drawn)	-16	-8	-12	8	-96	-6	2	-3
CCOCCCNC(=O)c1cn(CC(C)C)c(=O)c2cc(OC)c(OC)cc12	0	-3	-8	5	-8	-12	4	-3
COc1ccc(OCCCC(=O)N2CCCc3ccccc32)cc1	3	2	2	6	25	1	-37	-2
COc1ccccc1NC(=O)Nc1cccnc1	1	7	-6	-23	-2	4	-15	-13
COc1ccc(/C=C(/NC(=O)c2ccccc2)C(=O)NCCN2CCOCC2)cc1OC	-2	-7	0	-5	2	5	1	-8
S=C(NCc1cccnc1)Nc1ccc(Cl)cc1	2	1	-9	-1	13	-3	-14	-2
Cc1cc(C)nc(SCNC(=O)c2ccc(Cl)cc2)n1	3	-1	-4	18	2	-1	4	-2
Cc1cc2oc(=O)cc(Cn3ccnc3)c2cc1C	-1	-7	-7	-1	17	-8	2	0
O=C(NC1CCN(Cc2cccc([N+](=O)[O-])c2)CC1)c1ccccc1	2	11	-1	4	16	4	-4	-3
CCc1ccc(NC(=O)N2CCC(c3ccccc3)C2)cc1 (stereo not drawn)	2	-1	-15	-3	30	0	-7	-5
Cc1cc(OCC(=O)NCC(O)c2ccccc2)c2c(C)cc(=O)oc2c1 (stereo not drawn)	0	2	-1	-3	-334	13	11	0
NC(=O)CS(=O)(=O)c1nc2ccccc2n1Cc1ccccn1	-3	-1	3	-5	18	-9	7	-7
O=C(COc1cccc(C(F)(F)F)c1)NCC(c1ccco1)N1CCCC1 (stereo not drawn)	-23	-8	-9	12	-63	-26	0	2
CCOC(=O)C1CCCN(CCC(=O)Nc2ccccc2)C1 (stereo not drawn)	-1	0	6	3	-4	-3	-26	3
CC1=Nc2ccc3ccccc3c2C1(C)C	-28	5	12	1	-56	2	3	-9
COCCn1c(C)cc(/C=C(\C#N)C(=O)OC(C)C(=O)Nc2ccc(NC(C)=O)cc2)c1C (stereo not drawn)	-14	2	9	6	-118	-6	-5	-8
O=C(O)CC(NS(=O)(=O)c1c(F)cc(F)cc1Br)c1ccccc1Cl (stereo not drawn)	3	1	1	-1	6	1	1	-5
CC(NC(=O)c1ccc(C#N)cc1)C1CC2CCC1C2 (stereo not drawn)	-1	-8	-9	1	15	-10	-1	-3
Cc1cc(C)n2nc(C(=O)Nc3ccc(S(=O)(=O)N(C)C)cc3)nc2n1	1	-1	7	-20	14	15	6	-3
Cc1ccc(C(=O)NCC(=O)OCCCOC(=O)CNC(=O)c2ccc(C)cc2)cc1	2	-2	14	-1	-6	-10	-8	-9
CCc1ccccc1NC(=O)c1cnc2n(c1=O)CCS2	0	9	-14	-1	-15	0	-18	-4
COc1ccc(C(=O)CSc2nnc(CNc3ccc(C)cc3C)n2Cc2ccco2)cc1	-2	11	-8	28	13	6	-13	17
Cc1no[n+]([O-])c1COc1ccc(/C=C(\C#N)C(N)=O)cc1	-3	-7	-7	-2	4	-10	-11	-7

Carrying on.
mol	SENP1 FRET inh	SENP7 inh	SENP8 block-1	Apaf1 inhib	SENP8 block-2	UBC13 inh	SENP6 inh	APOBEC3G inh
Cc1cc(C)c(C(=O)COC(=O)C2CCN(c3ccc(C(F)(F)F)cn3)CC2)c(C)c1	-3	5	-2	24	-21	-6	-4	6
O=S(=O)(c1ccccc1F)N1CCN(CC(O)c2ccccc2)CC1 (stereo not drawn)	3	14	2	2	11	-1	18	5
CC(C)CN1C(=O)c2ccc(NC(=O)c3cccs3)cc2C1=O	2	-2	-8	-2	-268	2	2	-6
COc1ccc(NC(=O)CNC(=O)Cn2cnc3sc4c(c3c2=O)CCCC4)cc1OC	0	-5	-2	-10	2	11	5	-3
CCn1nc(C)cc1C(=O)N1CCCC(N2CCN(c3cccc(Cl)c3)CC2)C1 (stereo not drawn)	1	8	-4	-6	2	1	-12	-12
Cc1c(Cl)cccc1NC(=O)CSc1ncnc2c1cnn2CCO	-6	5	-8	-6	3	9	-5	-5
CCOCc1nnc(NC(=O)C2CCN(C(=O)c3ccco3)CC2)s1	1	1	-1	5	-3	0	-10	2
Cc1cc(-n2cccn2)ccc1CN1CCN(C2CCCC2)C(CCO)C1 (stereo not drawn)	1	-1	8	-13	15	-2	-7	-7
CCOCCc1nnc(NC(=O)COC)s1	2	-6	0	-12	6	5	-42	-8
CN1C(=O)C(O)(C2CCCCCC2=O)c2ccccc21 (stereo not drawn)	0	0	10	0	5	-1	-11	-2
CCc1ccc(NC2Nc3cc(C)nn3S2)cc1 (stereo not drawn)	3	-4	-3	8	12	9	-4	2
Clc1ccc2[nH]cc(-c3nnnn3-c3ccc4ccccc4c3)c2c1	-1	-4	3	4	-12	12	1	-4
COc1cc(OC)c(S(=O)(=O)N2CCN(C(=O)c3ccco3)CC2)cc1NC(C)=O	0	4	-5	6	6	-4	8	-6
COc1ccc(C)cc1NC(=O)CN1CCN(S(=O)(=O)c2ccc(C(C)C)cc2)CC1	2	1	5	17	24	10	9	-1
COc1ccc(C(=O)/C=C/Nc2ccc(S(=O)(=O)Nc3cccc(C(C)=O)c3)cc2)cc1	-87	-6	-5	17	-394	-13	-5	-9
